# High-throughput results deposited in PubChem BioAssay by several laboratories.
# KLF5 inhibitor = kruppel-like factor 5 inhibition. DLD-1 KLF5 promoter-luciferase reporter, luminescence. inhibition, % at 5 µM. hit rate 0.23% among 290,000. AID 1700;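 active = inhibition above a per-plate limit of that plate's mean compound inhibition plus 3 SD, cut at about 60% in these data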;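 also: 0% = DMSO wells and 100% = LY294002 at 200 µM; higher means less KLF5 promoter-driven luciferase light; inactives centre near -14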
# GSK3beta inhib = inhibitors of human GSK3beta kinase; hit rate 0.038% among 300,000; activity score (negative = inhibition), % at 10 µM; GST-GSK3beta kinase, ADP-Glo luminescence, 60 min; hits give low values; P49841;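 active = more than half of replicate wells score below -50%, meaning over 50% inhibition versus plate controls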;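 also: 0% = median DMSO wells and -100% = median GW8510 positive control wells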
# Target sequence (P49841 whole entry, looked up): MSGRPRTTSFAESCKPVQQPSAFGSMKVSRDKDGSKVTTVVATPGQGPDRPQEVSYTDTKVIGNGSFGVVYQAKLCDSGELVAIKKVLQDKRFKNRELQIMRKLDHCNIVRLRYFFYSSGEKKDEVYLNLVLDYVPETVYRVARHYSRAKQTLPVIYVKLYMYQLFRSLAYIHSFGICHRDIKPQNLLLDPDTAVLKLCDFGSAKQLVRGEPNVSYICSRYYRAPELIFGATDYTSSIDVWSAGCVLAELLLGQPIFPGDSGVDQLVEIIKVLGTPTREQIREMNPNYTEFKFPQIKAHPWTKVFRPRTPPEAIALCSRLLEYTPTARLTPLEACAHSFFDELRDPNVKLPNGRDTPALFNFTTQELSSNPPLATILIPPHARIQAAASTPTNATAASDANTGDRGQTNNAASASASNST
#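 Test system: GST-tagged human GSK3beta kinase, cell-free; evaluation: activity score scaled between in-plate DMSO and GW8510 controls; measured by: ADP-Glo luminescence; incubation: 60 min reaction, RT; benchmarks: DMSO and 20 µM GW8510; reagent: peptide substrate plus 25 µM ATP (final); medium: Tris/MgCl2 kinase buffer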
# HSF1 inhib = HSF1 inhibition. NIH3T3-HGL HSE-luciferase, MG132-induced, luminescence 8 h; hits give low values. activity change, negative = inhibition, % at 7.5 µM (by protocol). hit rate 0.77% among 300,000;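 active = more than half of replicate wells show activity change below -50%, luminescence cut by over half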;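 also: luciferase reports HSF-1 transcriptional activity via heat shock element; 0% = median of DMSO wells and -100% = zero luminescence signal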
# HSP90 refold inh = blocks HSP90-mediated luciferase refolding in reticulocyte lysate; Rabbit reticulocyte lysate, luciferase refolding luminescence, 3 h; inhibition, % at 5.6 µM; hit rate 0.91% among 290,000;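 active = inhibition above the screen-wide mean plus 3 SD, computed separately per campaign, cut at about 16% in these data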;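 also: 0% = DMSO wells and 100% = 60 µM geldanamycin wells; inhibitors lower the luminescence because luciferase stays unfolded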
# GSK3A inh = blocks human GSK-3 alpha kinase | hit rate 0.1% among 320,000 | ADP-Glo luminescence, 60 min | P49840 | AID 2650 | inhibition, % at 10 µM;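 in the data active = inhibition above about 50%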;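 also: GST-tagged GSK-3 alpha with peptide substrate and 25 µM ATP; 0% = DMSO neutral wells and 100% = GW8510 positive control wells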
# Target sequence (P49840 whole entry, looked up): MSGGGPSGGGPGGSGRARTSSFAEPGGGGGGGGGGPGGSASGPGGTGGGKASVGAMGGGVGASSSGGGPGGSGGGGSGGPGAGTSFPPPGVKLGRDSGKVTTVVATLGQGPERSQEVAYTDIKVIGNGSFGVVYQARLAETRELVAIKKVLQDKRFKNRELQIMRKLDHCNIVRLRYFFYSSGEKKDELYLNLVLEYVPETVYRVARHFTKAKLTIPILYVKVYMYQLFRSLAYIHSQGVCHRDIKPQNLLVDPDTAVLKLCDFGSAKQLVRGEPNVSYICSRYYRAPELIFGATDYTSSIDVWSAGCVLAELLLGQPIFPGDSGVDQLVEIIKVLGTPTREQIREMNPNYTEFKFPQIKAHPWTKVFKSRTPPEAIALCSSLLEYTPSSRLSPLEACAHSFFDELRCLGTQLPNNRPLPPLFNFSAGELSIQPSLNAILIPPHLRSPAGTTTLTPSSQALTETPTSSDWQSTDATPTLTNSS
# Dyrk1A ADPGlo = inhibitors of rat Dyrk1A kinase; hit rate 0.43% among 310,000; inhibition, % at 12.5 µM; AID 504441; Q63470; ADP-Glo luminescence, NFATc1 peptide; in the data active = inhibition above about 50%;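 also: plate controls were vehicle with enzyme for no effect and no enzyme for full effect; many of its hits are not listed in these tables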
# IEC-6 cytotox = counter-screen for KLF5 inhibitors: cytotoxicity in IEC-6 cells | IEC-6 cytotoxicity, luminescence viability | inhibition, % at 5 µM | hit rate 0.78% among 290,000 | AID 1825; in the data active = inhibition above about 22%;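 also: 0% = plate median of test compound wells and 100% = cytotoxic reference compound wells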
# Platelet DG rel = platelet dense granule release activity. human platelet-rich plasma, SFLLRN dense granule ATP release, luminescence. inhibition, %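 (compounds screened at 7.5 µM in platelet-rich plasma)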. hit rate 0.22% among 300,000. AID 1663;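 active = mean replicate score, as percent of positive control, at or above 50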
# HSF-1 act = increases HSF-1 driven luciferase reporter signal; NIH3T3-HGL HSF-1 luciferase reporter, MG132, 8 h; 100% = twice DMSO control signal; activation, % at 9 µM; hit rate 1.7% among 300,000; AID 504408;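 active = mean replicate activation of at least 50% with a set share of replicates each reaching 50%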;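 also: 0% = median of the neutral control wells and 100% = twice that signal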
# aSyn 5UTR inh = 5' untranslated region of α-synuclein, MLPCN primary screen | alpha-synuclein 5'UTR reporter, inhibitor activity | inhibition, % (tested at 7.5 µM) | hit rate 0.82% among 300,000 | AID 1813; in the data active = inhibition above about 60%;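 also: H4 neuroglioblastoma cells stably carrying SNCA 5'UTR luciferase fusion; 0% = DMSO wells and 100% = positive control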
# Active calls of the source: *; / = no result given. Not all compounds are listed, so the mix of outcomes need not match the whole.
molecule	Dyrk1A ADPGlo	KLF5 inhibitor	GSK3A inh	IEC-6 cytotox	aSyn 5UTR inh	HSF1 inhib	HSP90 refold inh	GSK3beta inhib	Platelet DG rel	HSF-1 act
CCOc1ccc(C(C(=O)NCC2CCCO2)N(C(=O)c2snc(C(N)=O)c2N)c2ccccc2F)cc1 (stereo unspecified)	4	-5	2	-9	12	8	-1	1	7	14
CCCCCCSc1cccc(-c2nc3ccc(C)cn3c2NCc2ccccc2)c1	1	/	-1	/	-39	18	/	1	-3	4
CCn1cc([C@@H]2C[C@H]3CN(Cc4cccc(Cl)c4)C(=O)[C@]34CCCN24)cn1	-1	-21	-1	1	-9	3	-1	0	1	-1
c1ccc(-c2cn3c(n2)CCC3)cc1	-1	-39	-2	0	-21	3	-2	-2	7	18
CC(Cc1ccccc1)N/C=C1/CC(=O)NC1=O (stereo unspecified)	-3	14	5	6	-7	-12	2	-5	-3	11
CSc1ncccc1C(=O)OCC(=O)c1cccc(Br)c1	-1	-14	-2	1	-9	7	2	1	-2	24
CCCC(=O)C1=C(O)C(C(=O)OC)C(C)(C)CC1=NCCCCCC(=O)O (stereo unspecified)	-1	-19	0	-2	2	-2	1	1	-1	1
ClC(Cl)(Cl)c1nc(N/N=C/c2ccncc2)c2ccccc2n1	1	-22	-1	6	-36	2	4	-1	-4	9
CCOC(=O)c1c(NC(=O)CC2SC(N)=NC2=O)sc2c1CCC(C)C2 (stereo unspecified)	13	-178	1	3	-28	0	59*	3	-6	1
Cc1ccc(O)c(C(=O)c2cc(C#N)c3nc4ccccc4n3c2)c1	3	-18	-2	-4	0	6	-4	-1	-2	21
Cc1ccc2nc(N3CCN(C=O)CC3)nc(-c3ccccc3)c2c1	32	6	-2	-3	43	-1	2	0	-8	13
COc1ccc(/C=C(\C#N)C(=O)NC2CCS(=O)(=O)C2)cc1OC (stereo unspecified)	-7	-5	/	-2	-8	3	-4	2	9	4
COc1ccc(N(C)S(=O)(=O)c2ccc3c(c2)oc(=O)n3C)cc1	0	-24	-4	3	3	-2	2	-1	-4	-5
CC(C(=O)NCC1(c2ccccc2)CCCC1)N1CCCC1 (stereo unspecified)	-4	-18	0	-4	2	-5	-1	-3	-6	1
O=C(CSC1CN(C(c2ccccc2)c2ccccc2)C1)N/N=C/c1ccc(Cl)cc1Cl	-4	5	-2	-2	4	7	0	-6	-2	13
COc1ccc(-c2[nH]ncc2/C=C(\C#N)C(=O)NC2CC2)cc1	14	-37	3	3	8	-8	-3	-9	3	-4
Cc1cccc(-n2cc(CN3CCN(C(=O)c4ncn[nH]4)CC3)c(-c3cccc(F)c3)n2)c1	/	-33	-3	-2	-39	9	-4	4	3	18
Nc1nnc(SCCOc2ccc(Br)cc2)s1	-4	-57	0	-7	-55	36	-7	2	4	44
O=C(Nc1nnc(CCc2ccccc2)s1)c1ccccc1F	-3	-69	/	-3	-51	16	-1	2	8	33
CN(C(=O)COC(=O)c1cccnc1Nc1cccc(C(F)(F)F)c1)C1CCS(=O)(=O)C1 (stereo unspecified)	6	-17	2	5	0	3	1	0	-5	5
O=C(O)CSCc1nc2ccccc2[nH]1	2	-1	2	3	-26	-2	1	-3	-3	-4
O=C(c1cccs1)c1c[nH]cc1-c1ccccc1	/	/	-3	/	8	3	/	0	-10	4
CSCCC(NC(=O)COc1ccccc1)C(=O)OCCOc1ccc(Br)cc1 (stereo unspecified)	12	/	0	/	10	1	/	-1	-9	0
CN1CCN(c2ccc([N+](=O)[O-])cc2NC(=O)c2cccs2)CC1	0	-27	2	-1	19	-4	5	-4	-2	-6
Cn1c(NC2CCCCC2)cc(=O)n(C)c1=O	-2	-32	1	-4	2	-4	1	-1	-1	0
CN(c1ccc(C(=O)NCCC2=CCCCC2)cc1)S(C)(=O)=O	13	-66	-3	-3	-59	15	2	1	0	24
Cn1c(=O)c2c(ncn2CC(=O)Nc2ccc(Cl)cc2Cl)n(C)c1=O	-1	17	0	2	0	-5	2	1	9	9
O=C(CN1c2ccccc2Sc2ccccc21)NNC(=O)Nc1ccc(Cl)c(Cl)c1	/	10	-2	3	6	-1	3	-1	2	11
CCCc1cc(=O)n2[nH]c(-c3ccc(Cl)cc3)cc2n1	5	-201	-5	7	-141	20	-2	2	3	64*
COc1ccc(CC(=O)Nc2nccs2)cc1OC	-8	-5	6	-4	-4	1	-1	-4	18	17
CCOC(=O)N1CCC(N2Cc3cccc(C(=O)Nc4cc(F)ccc4F)c3C2=O)CC1	0	-11	-1	-1	-13	-1	-1	0	9	-19
Nc1nc(-c2cccnc2)nn1C(=O)c1ccc(Cl)cc1	-3	-7	/	4	26	2	2	-22	-5	0
O=C(CSc1nc(C(F)(F)F)cc(=O)[nH]1)Nc1cccc2ccccc12	-2	/	-3	/	14	4	/	4	-39	-12
Cc1ccc(NC(=O)C2CC(=O)n3c(nc4ccccc43)N2)cc1Cl (stereo unspecified)	-4	-8	-3	2	10	2	0	-2	4	35
Clc1ccc(-c2nnc3n2CCCS3)cc1	1	-40	3	-4	13	-2	-2	1	3	-3
O=C(Nc1ccc(S(=O)(=O)Nc2cnc3ccccc3n2)cc1)c1ccc(Cl)cc1Cl	/	/	-3	/	-35	3	/	8	1	12
COc1ccc(OC)c(/C=C/C(=O)N(C)CC(=O)Nc2cc(C)ccc2C)c1	-4	-36	0	3	18	0	-1	1	-28	-12
COc1ccccc1OCC(=O)Nc1ccc(S(=O)(=O)N2CCN(C)CC2)cc1	-4	-4	-3	4	-2	-1	4	-1	-3	5
O=S(=O)(NCc1cn2ccsc2n1)c1cccs1	8	-28	-2	-3	-29	-4	-2	1	0	7
CN(CC(=O)NCc1ccc(Cl)cc1)S(=O)(=O)c1cccc2cccnc12	-11	-52	0	-2	3	-5	-2	6	0	-7
Cc1cc(N2CCN(S(=O)(=O)Cc3ccccc3)CC2)n2ncnc2n1	5	-10	-4	2	32	-4	5	3	6	-3
COc1cc(/C=N/NC(=O)c2cccnc2)ccc1OCC(=O)N1CCOCC1	1	-10	3	2	-4	1	3	3	10	1
CC(NC(=O)c1ccccc1NS(C)(=O)=O)c1ccccc1 (stereo unspecified)	3	-7	-3	6	7	-7	0	2	5	10
CCc1ccc(C(=O)COC(=O)c2cc([N+](=O)[O-])ccc2NCCO)cc1	-3	-9	-1	6	-24	18	3	1	15	36
CC1CCN(C(=O)C2CCN(S(=O)(=O)N3CCC4(CC3)OCCO4)CC2)CC1	-2	-7	6	-1	4	-4	2	6	7	14
CCC1(c2ccc(Cl)cc2)NC(=S)N(c2ccc(C)c(C)c2)N1 (stereo unspecified)	/	3	-7	-3	-67	19	2	0	-7	48
O=C(Oc1ccccc1N1C(=O)C2CCCCC2C1=O)c1ccccc1F (stereo unspecified)	5	27	0	-2	-64	-9	2	2	5	-3
CC(C)(C)CC(=O)Nc1ccc(-c2nnc3n2CCCCC3)cc1	0	-24	-1	-2	10	-3	1	4	0	8
O=C(CN1C(=O)NC2(CCCC2)C1=O)OCc1ccc(Cl)c(Cl)c1	7	/	2	/	-13	-10	/	-2	-1	-15
Cc1ccc(NC(=O)CSc2nnc(CNC(=O)c3cccs3)o2)c(C)c1	3	1	-1	0	7	-11	0	4	3	18

# Continued.
molecule	Dyrk1A ADPGlo	KLF5 inhibitor	GSK3A inh	IEC-6 cytotox	aSyn 5UTR inh	HSF1 inhib	HSP90 refold inh	GSK3beta inhib	Platelet DG rel	HSF-1 act
Cc1ccc(CNC(=O)c2ccc(C)s2)cc1	3	/	-4	/	-35	-6	/	0	-23	12
CS(=O)(=O)N1CCC(C(=O)Nc2ccc(Cl)cc2)CC1	/	-54	2	5	3	-6	0	1	-12	6
O=C(Nc1ccccc1F)c1ccc(OCc2ccccc2)cc1	-1	-13	-2	6	-141	25	1	-1	-1	14
CC1=C(C(=O)Nc2ccccn2)C(c2ccc(Cl)cc2Cl)NC(=S)N1 (stereo unspecified)	-2	-35	-5	-6	5	10	-1	1	-2	17
CCOC(=O)CNC(=O)C1CCN(S(=O)(=O)c2ccc(-c3nn[nH]n3)cc2)CC1	3	-21	0	0	11	-12	2	0	6	-8
O=C(Cc1ccc(Br)cc1)NCCc1ccccc1	-5	/	-4	/	-25	4	/	0	-3	18
COc1ccc(O)c(C(=O)/C=C/c2cc3ccccc3o2)c1	6	-19	0	-2	-60	18	0	2	-3	17
O=C(NCCNC(=O)c1cnccn1)c1ccc(Cl)cc1	0	-34	1	4	-23	0	8	2	-8	14
CNC(=S)N(CCc1cccc(C)c1)Cc1cc2cc(OC)c(OC)cc2[nH]c1=O	-2	-3	11	2	-3	0	-4	1	4	-1
c1ccc2oc(SCc3cn4ccccc4n3)nc2c1	/	-58	-2	-10	-111	48	8	-1	-3	64*
CCOc1cc(CNc2ccc(N3CCOCC3)cc2)cc(Br)c1OCC	-6	-10	1	-5	12	-26	4	1	-7	-26
COc1ccc(CCNC(=O)CSc2ccc3nnc(CCNC(=O)c4ccc(C)cc4)n3n2)cc1OC	-1	-25	-1	-1	11	2	5	-3	-1	-8
Cc1cccc(CCNC(=O)CCNS(=O)(=O)c2cc(Br)cnc2N)c1	7	-21	1	8	13	-1	-2	1	-52	4
CSc1ncccc1C(=O)NCCc1ccc(Cl)cc1	-1	-22	0	-1	15	5	-3	-8	-1	14
O=C(O)CN(CCc1ccccc1)S(=O)(=O)c1ccccc1	2	-18	-2	-3	-6	0	-3	-2	-3	-12
COC(=O)CCC(=O)Nc1cccc2c(NC(=O)CCC(=O)OC)cccc12	/	-27	-1	-1	9	-12	1	1	4	5
COc1ccc(C2=NN(CC(=O)NCc3ccco3)C(=O)CC2)cc1	0	1	1	-3	10	-6	-1	-3	4	3
Cc1ccc2c(c1)N(CC(=O)N1CCCc3ccccc31)C(=O)C(C)O2 (stereo unspecified)	-15	-34	0	2	/	/	1	-3	-1	/
CCCC[C@@H]1CNC(=S)N1CCc1cccc(F)c1	4	3	2	0	4	-2	12	-4	-2	10
CCC1(c2ccccc2)NC(=O)N(CC(=O)Nc2cc(S(=O)(=O)N3CCOCC3)ccc2OC(C)C)C1=O (stereo unspecified)	-10	/	-2	/	-14	-4	/	3	1	9
COc1ccc(CC(=O)c2ccc(OC3OC(CO)C(O)C(O)C3O)cc2O)cc1 (stereo unspecified)	-6	-48	-7	9	-69	1	1	-2	0	7
CCCC(=O)C1=C(N(C)c2ccccc2)CC(C)(C)C(C(=O)OC)C1=O (stereo unspecified)	2	26	-1	-8	-2	-7	7	1	1	2
CCOc1ccc(CN2CCSCC2)cc1	9	-13	-4	5	-5	-7	0	-1	-2	-10
